EBV gp42 inh – EBV gp42 inhibition | hit rate 0.42% among 220,000 | Fluorescence polarization binding assay, mP read-out | inhibition, % (tested at 21.74 µM) | Q1HVG2; in the data active = inhibition above about 50%
Target sequence (Q1HVG2 whole entry, looked up): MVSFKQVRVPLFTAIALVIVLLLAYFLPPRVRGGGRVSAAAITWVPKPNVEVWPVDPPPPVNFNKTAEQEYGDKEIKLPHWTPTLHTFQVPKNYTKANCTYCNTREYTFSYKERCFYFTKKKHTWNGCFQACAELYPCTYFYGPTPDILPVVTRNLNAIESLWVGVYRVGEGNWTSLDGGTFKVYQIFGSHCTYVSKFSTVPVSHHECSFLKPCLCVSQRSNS
TRPML3 agonist – agonists of human TRPML3 channel; Q8TDD5; HEK293 TRPML3-YFP, Fluo-8 calcium fluorescence; 100% = the carbachol control signal; activation, % at 3 µM; hit rate 0.29% among 220,000; AID 1448;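 active = activation above its plate's cutoff, the mean activation of the plate's test wells plus 3 SD, cut at about 12% in these data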;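 note: 0% = DMSO only wells and 100% = carbachol wells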
Target sequence (Q8TDD5 whole entry, looked up): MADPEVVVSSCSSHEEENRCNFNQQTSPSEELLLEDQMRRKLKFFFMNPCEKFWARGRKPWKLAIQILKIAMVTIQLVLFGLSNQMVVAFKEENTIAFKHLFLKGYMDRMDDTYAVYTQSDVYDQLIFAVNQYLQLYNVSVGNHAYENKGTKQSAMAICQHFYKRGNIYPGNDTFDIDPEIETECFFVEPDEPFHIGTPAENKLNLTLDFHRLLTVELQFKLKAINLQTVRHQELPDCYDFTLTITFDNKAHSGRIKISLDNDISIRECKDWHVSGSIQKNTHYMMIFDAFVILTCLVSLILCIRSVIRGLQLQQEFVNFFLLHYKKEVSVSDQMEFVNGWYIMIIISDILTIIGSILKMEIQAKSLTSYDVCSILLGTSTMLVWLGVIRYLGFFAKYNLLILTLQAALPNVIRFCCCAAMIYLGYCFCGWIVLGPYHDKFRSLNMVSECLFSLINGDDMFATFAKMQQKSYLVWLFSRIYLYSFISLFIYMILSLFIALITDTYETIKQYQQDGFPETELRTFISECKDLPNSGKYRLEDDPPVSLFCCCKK
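Material: TRPML3-YFP stable HEK293 cells | Dosing: One concentration, 3 µM nominal, 0.3% DMSO | Timing: 125 s total fluorescence read per well | Technique: Fluo-8 calcium dye fluorescence, ex 470-495, em 515-575 nm | Measure: Percent activation from peak-to-basal fluorescence ratio, scaled between DMSO and carbachol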
TRPN1 ag – zebrafish TRPN1 (NompC) channel agonism | HEK293 zebrafish TRPN1-YFP, Fluo-8 calcium fluorescence; 100% = response to 87 µM carbachol | hit rate 0.18% among 220,000 | activation, % at 3 µM;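 active = activation above its plate's cutoff, the mean activation of test wells on that plate plus 3 SD, cut at about 19% in these data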;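 note: 0% = DMSO alone and 100% = 87 µM carbachol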
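Assay system: Zebrafish TRPN1-YFP in HEK293 cells | Incubation: Dye loading 1 h at 37 °C, then 30 min room temperature | Measured by: Kinetic Fluo-8 fluorescence, ex 470-495, em 515-575 nm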
m-calpain inh – calpain II (pig) inhibition. purified calpain II, fluorogenic peptide substrate, 30 min. inhibition, % at 16 µM. hit rate 0.37% among 220,000;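 active = inhibition above about 50%, limit read from the data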
KCC2 mod – modulates chloride dependent transport by human KCC2 | B-score of Tl+ flux slope (higher = more flux/activation; lower = inhibition) at 10 µM | hit rate 2.2% among 190,000 | AID 1456 | KCC2 cells, thallium flux FluoZin-2 fluorescence;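 active = thallium flux slope and its plate-corrected score both differing from the plate sample mean at a set confidence after two filtering rounds, in either direction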;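 note: slope of fluorescence scaled to starting intensity during 10 to 20 s after thallium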
PPC-1+TRAIL kill – PPC-1 cancer cell killing with TRAIL present; PPC-1 cells + TRAIL, ATPLite viability luminescence; cell killing (% activity), % at 4 µM; hit rate 0.41% among 220,000;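 active = cell killing above 50% in the first pass at 4 µM, then a duplicate retest at 5 µM averaging 50% or more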;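 note: plate controls were cells with TRAIL plus DMSO for no effect and medium-only wells lacking cells for full effect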
TbHK1 inh – T. brucei hexokinase 1 inhibition. recombinant TbHK1, G6PDH-coupled NADH A340. inhibition, % at 10 µM. hit rate 0.11% among 220,000;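 active = inhibition of 50% or more in the single-dose primary screen; inactive = inhibition below 50%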
Furin inh – inhibitors of human furin. P09958. purified furin, fluorogenic substrate cleavage. inhibition, % at 30 µM. hit rate 0.061% among 220,000. AID 463115; in the data active = inhibition above about 25%; note: inactives centre near -15
Thrombin inh – blocks human thrombin protease activity; AID 1046; P00734; alpha-thrombin, Boc-VPR-AMC fluorogenic substrate cleavage; hit rate 0.26% among 220,000; inhibition, % at 5 µM;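 active = inhibition at or above 40%; inactive = inhibition below 40%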;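 note: 0% = enzyme with no compound and 100% = wells without enzyme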
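Assay system: human alpha-thrombin enzyme. Reagent: Boc-VPR-AMC substrate, 15 µM final. Compound dosing: one concentration per compound, 5 µM, with 0.2% DMSO. Incubation: room-temperature reaction. Technique: AMC fluorescence, 355/460 nm. Measure: % inhibition relative to enzyme controls and enzyme-free blanks.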
* marks the source's active call; other numbers are inactive results; . = no result given; & = joins results of further samples; [ ] = dose if it differs, or a comment.

item | Structure | EBV gp42 inh | TRPML3 agonist | TRPN1 ag | m-calpain inh | KCC2 mod | PPC-1+TRAIL kill | TbHK1 inh | Furin inh | Thrombin inh
1 | CC(=O)C(=Cc1cn(-c2ccccc2)nc1-c1ccccc1)C(C)=O | 0 | 0.4 | -0.4 | -25 | 1.4 | 20 | -7 | -26 | -2
2 | O=C(NCc1ccccc1Cl)c1cccc(NC(=O)c2ccccc2)c1 | 0 | -0.2 | -1.2 | 26 | -1.6 | -5 | 3 | -17 | -4
3 | Cc1ccccc1CN1C2=NCCN2c2ccccc21 | -8 | 0.3 | 1.4 | 17 | -0.35 | 21 | -3 | -21 | -3
4 | Cc1cc(OC(=O)c2ccc(S(=O)(=O)N3CCCCC3)cc2)c([N+](=O)[O-])c(=O)[nH]1 | -11 | 0.5 | 3.0 | 24 | . | 6 | -1 | -5 | 0
5 | CC1CCCN(C(=S)NCCc2ccccc2)C1 (stereo not drawn) | -14 | -0.2 | 0.0 | -2 | -0.2 | 15 | -2 | -16[20 µM] | -3
6 | Cc1nc(-c2c(C(=O)NNC(=O)Nc3c(C)cccc3C)noc2C)cs1 | -4 | 0.3 | -1.3 | -18 | 0.46 | 24 | -12 | -16 | -1
7 | Cn1c(=O)c2c(nc(Oc3ccccc3)n2C)n(C)c1=O | -16&3 | 0.1&0.3 | 0.7&1.1 | -4&-4 | -0.099&-0.046 | 14&22 | -13&3 | -17 | -4
8 | O=C(/C(=C(\[O-])c1ccccc1)[n+]1ccc2ccccc2c1)c1ccc([N+](=O)[O-])cc1 | -6 | 0.4 | -0.9 | 27 | -0.42 | 16 | -26 | -5 | 25
9 | Cc1c(C(=O)N/N=C/c2ccc(O)c(Br)c2)sc(N)c1C#N | 8 | 1.5 | 3.7 | -21 | -0.59 | 14 | -8 | -25 | -2
10 | CCOC(=O)C1=C(CP(=O)(c2ccccc2)c2ccccc2)NC(=O)NC1c1ccc(Cl)cc1 (stereo not drawn) | -17 | -1.2 | -1.6 | 4 | -0.82 | 13 | 2 | -13 | -7
11 | COc1ccc(C(C)=O)cc1COC(=O)c1cccnc1SC | 6 | -0.7 | -2.3 | 6 | -0.43 | -9 | 1 | -14 | -6
12 | Nc1c(Br)cc(Br)c(N2CCCC2=O)c1Br | -18 | 0.7 | 0.5 | -18 | 0.22 | -15 | -2 | -23 | 5
13 | COCCNc1nnnc2c1sc1nc(N3CCOCC3)c3c(c12)CC(C)(C)OC3 | 2 | 0.8 | 0.1 | 22 | 0.6 | -6 | -18 | -10 | 1
14 | CCC(=O)N1c2ccccc2-c2nnc(SC)nc2OC1c1ccc(OC)c(OC)c1 (stereo not drawn) | 4 | -0.5 | -0.2 | -14 | 0.55 | -9 | -22 | -15 | -1
15 | O=S(=O)(NC1CCCCCC1)c1ccc(Br)s1 | 1 | 0.0 | -1.8 | 30 | -0.38 | 8 | 9 | -15[20 µM] | 5
16 | Cc1ccc(C(=O)COC(=O)c2ccc3c(c2)C(=O)N(c2cccc4ncccc24)C3=O)cc1 | -9 | 0.6 | 0.0 | 35 | -0.37 | 27 | 9 | 0 | -9
17 | CN1CC(=O)N(CC(=O)Nc2ccc(Cl)c(C(F)(F)F)c2)C1=O | -22 | 0.3 | 0.6 | -14 | -1.1 | -9 | 0 | -21 | 3
18 | COCC(C)NC(=O)c1cccc([N+](=O)[O-])c1 (stereo not drawn) | -13 | 0.6 | -1.1 | -13 | 0.72 | 17 | -6 | -25 | -6
19 | CC(Nc1cc(N2CCN(S(C)(=O)=O)CC2)ccc1[N+](=O)[O-])c1ccccc1 (stereo not drawn) | -9 | -0.5 | 0.1 | 4 | -2 | -3 | 0 | -11 | -2
20 | Cc1nc(-c2ccc(Cl)cc2)sc1C(=O)NN | -1 | -0.2 | 0.1 | 38 | -0.4 | 59*[5 µM] | -13 | -12 | 1
21 | COc1cc(/C=N/n2c(SC)nnc(C(C)(C)C)c2=O)ccc1O | 6 | 0.2 | -0.9 | 13 | . | -4 | -22 | -20 | 5
22 | CCC(C)(C)n1nnnc1CN1CCC(c2nc3ccc(C)cc3[nH]2)CC1 | 1 | -1.2 | -1.8 | 22 | 0.47 | 4 | 0 | 1 | -2
23 | CN1CCCN(S(=O)(=O)c2ccc3c(c2)OCCO3)CC1 | 0 | 0.6 | 0.6 | -5 | 1.3 | 14 | -4 | -13[20 µM] | -1
24 | COc1ccc(NC(=O)Cc2c(C)n(C(=O)c3ccc(Cl)cc3)c3ccc(OC)cc23)cc1 | -8 | 0.5 | -0.6 | -47 | 0.81 | 4 | -4 | -11 | -13

Down the list, from the results shown.
Compounds 17–24 in PPC-1+TRAIL kill read -9, 17, -3, 59*[5 µM], -4, 4, 14, 4
Compounds 17–24 in Thrombin inh read 3, -6, -2, 1, 5, -2, -1, -13
Compounds 17–24 in TbHK1 inh read 0, -6, 0, -13, -22, 0, -4, -4

(list continues)
item | Structure | EBV gp42 inh | TRPML3 agonist | TRPN1 ag | m-calpain inh | KCC2 mod | PPC-1+TRAIL kill | TbHK1 inh | Furin inh | Thrombin inh
25 | CC(=O)c1ccc(N=Nc2ccc(N(C)C)cc2)cc1 | -22 | 0.2 | 1.6 | -13 | -0.31 | 45 | -2 | -15 | -6
26 | C=CCN=C1NN=C(c2ccc3c(c2)OCCO3)CS1 | 6 | 0.1 | 0.4 | -35 | 0.0082 | 31 | -10 | -7 | -7
27 | CCN(CC)CCCN1C=C2C(=O)C(C)(OC(=O)C3CCCC3)C(=O)C(c3ccccc3)=C2C=C1CCCC(=O)OC (stereo not drawn) | 38 | . | . | -34 | 0.52 | 0 | -15 | 16 | 0
28 | Cc1nc2ccccc2c2c1C(=O)N(CCC1=CCCCC1)C2=O | -12 | 1.2 | 0.9 | -140 | -0.43 | -6 | -3 | 4[20 µM] | -4
29 | CC1=C(C(=O)OC(C)C)C(C)C(C(=O)OC(C)C)=C(C)N1 | -2 | -0.6 | -0.7 | -22 | -0.7 | 13 | -13 | -13 | 17
30 | CCCCOc1ccc(C(C)(O)CCN2CCOCC2)cc1 (stereo not drawn) | -29 | 0.6 | -0.6 | -11 | -0.19 | -4 | 8 | -17 | -8
31 | CCn1nc(C(=O)O)c(=O)c2cc3c(cc21)OCO3 | 0 | 0.1 | 0.9 | 8 | -0.48 | 18 | -18 | -17 | 2
32 | COc1cc(/C=C/C(=O)OCC(=O)Nc2ccc(S(N)(=O)=O)cc2)ccc1O | -7 | 1.4 | -0.2 | -29 | . | -17 | -46 | -7 | -2
33 | CSCCOC(=O)C1=C(C)Nc2ccc(C)cc2S1 | -22 | 0.6 | -0.2 | -6 | . | 17 | -4 | -13[20 µM] | 6
34 | O=C(Cn1ncc(Cl)c(Cl)c1=O)N1CCN(Cc2ccccc2)CC1 | -16 | 0.8 | -0.9 | -40 | -0.17 | 19 | 3 | -26 | -24
35 | COc1ccc(CN2C(=O)c3ccccc3C2C(=O)NC2CCCC(C)C2C)c(OC)c1 (stereo not drawn) | 7 | -1.1 | -2.2 | -69 | -0.63 | 9 | -8 | -19 | -1
36 | COc1ccc2oc(=O)c(/C(C)=N/NC(=O)c3ccncc3)cc2c1 | -17 | 0.1 | -0.1 | -88 | -0.6 | 18 | -10 | -14 | 0
37 | Clc1ccc(Cn2ncc3c(NCCN4CCOCC4)ncnc32)cc1 | -18 | 1.1 | 0.7 | 6 | -0.25 | -9 | -3 | -2[20 µM] | 3
38 | Cc1c(CCC(C)C)c(-n2ccnc2C)n2c(nc3ccccc32)c1C#N | -1 | -0.5 | -1.8 | -122 | -1.3 | -2 | -8 | -11[20 µM] | 2
39 | Cc1ccc(-c2nnn(CC(=O)N3CCCc4ccccc43)n2)cc1 | 5 | -0.6 | -1.2 | 10 | -0.75 | 22 | 4 | -24[20 µM] | -2
40 | Cn1cccc1Cc1nnc(SCC(=O)N2CCCCCC2)n1CCc1ccccc1 | -2 | 0.0 | -0.8 | -12 | 0.64 | 42 | -8 | -6 | 0
41 | Cn1c(=O)c2c(nc(SCC(=O)NCc3ccc4c(c3)OCO4)n2Cc2ccc(Cl)cc2)n(C)c1=O | -5 | -0.6 | -0.5 | -14 | -0.56 | 23 | -12 | -11[20 µM] | 0
42 | CCC(=O)Nc1ccc(C(=O)CN2CCC(C)CC2)cc1 | 4 | 1.0 | 1.7 | -43 | 0.57 | 5 | -5 | -13 | 3
43 | C[C@@H]1NC(=O)c2cc([N+](=O)[O-])cc(I)c2NCCCC[C@@H](C(N)=O)NC(=O)[C@H](CCC(=O)O)NC1=O | -10 | 0.1 | 1.0 | -31 | -0.6 | -2 | -4 | -15 | 4
44 | CCc1cc(SC#N)cc(CC)c1NC(=O)CCl | -7 | -0.1 | 2.2 | -4 | 0.038 | -1 | -3 | -6 | 2
45 | O=C(O)CC(NC(=O)COc1ccc(Cl)cc1Cl)C(=O)O (stereo not drawn) | -8 | 0.6 | -0.9 | 1 | -0.01 | -5 | -3 | 2[20 µM] | 4
46 | CC(=O)c1sc(NC(=O)COc2ccc(Cl)cc2C)nc1C | -20 | 0.3 | 0.1 | 14 | 0.74 | 9 | -25 | -9 | 24
47 | O=C(O)c1cccc(CSc2ncn[nH]2)c1 | -9 | 1.5 | 2.6 | -8 | 0.56 | 11 | 8 | -18 | -2
48 | Cn1c(=O)c(C(=O)Nc2ncccn2)c(O)c2ccccc21 | . | 0.1 | -0.1 | . | 1.2 | 36 | -8 | -12 | 2

Among those listed so far, 2 contain two or more sulfur atoms:
item | Structure | EBV gp42 inh | TRPML3 agonist | TRPN1 ag | m-calpain inh | KCC2 mod | PPC-1+TRAIL kill | TbHK1 inh | Furin inh | Thrombin inh
15 | O=S(=O)(NC1CCCCCC1)c1ccc(Br)s1 | 1 | 0.0 | -1.8 | 30 | -0.38 | 8 | 9 | -15[20 µM] | 5
33 | CSCCOC(=O)C1=C(C)Nc2ccc(C)cc2S1 | -22 | 0.6 | -0.2 | -6 | . | 17 | -4 | -13[20 µM] | 6

Next entries follow.
item | Structure | EBV gp42 inh | TRPML3 agonist | TRPN1 ag | m-calpain inh | KCC2 mod | PPC-1+TRAIL kill | TbHK1 inh | Furin inh | Thrombin inh
49 | CCOC(=O)c1[nH]c2ccc(OC)cc2c1NC(=O)C(C)N1CCC2(CC1)OCCO2 (stereo not drawn) | -5 | 0.9 | 1.3 | -438 | 0.63 | 11 | -8 | -29 | -3
50 | Cc1cc(Nc2ccc3ccccc3c2)n2ncnc2n1 | -8 | -0.3 | -2.8 | 0 | . | 5 | -11 | -7 | 2
51 | COc1ccc(S(=O)(=O)N(C)CC(=O)Nc2ccc(F)cc2)cc1 | -20 | -0.2 | -1.7 | -22 | 1.5 | -2 | -6 | -28[20 µM] | -5
52 | O=C(CNc1ccccc1Cl)N/N=C1\CCCc2ccccc21 | -11 | 0.1 | 1.7 | 25 | -0.094 | -38 | -9 | -8 | -8

Quoted at random: 2 entries already listed
item | Structure | EBV gp42 inh | TRPML3 agonist | TRPN1 ag | m-calpain inh | KCC2 mod | PPC-1+TRAIL kill | TbHK1 inh | Furin inh | Thrombin inh
49 | CCOC(=O)c1[nH]c2ccc(OC)cc2c1NC(=O)C(C)N1CCC2(CC1)OCCO2 (stereo not drawn) | -5 | 0.9 | 1.3 | -438 | 0.63 | 11 | -8 | -29 | -3
52 | O=C(CNc1ccccc1Cl)N/N=C1\CCCc2ccccc21 | -11 | 0.1 | 1.7 | 25 | -0.094 | -38 | -9 | -8 | -8

Screens (PubChem BioAssay)
